PAFAH1B2 inh = PAFAH1B2 enzyme inhibitors, primary screen, biochemical, fluorescence polarization, human | Platelet-activating factor acetylhydrolase IB subunit alpha2 (Homo sapiens), P68402 | recombinant PAFAH1B2, FP-rhodamine activity probe | inhibition, % at 3.39 µM | 340,000 compounds, 1.2% hits | AID 492953, 2010;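 active = inhibition above the mean of all tested compounds plus 3 SD, cut at about 24% in these data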;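 also: 0% = enzyme with DMSO and 100% = wells lacking PAFAH1B2; many of its hits are not listed in these tables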
Target sequence (P68402 whole entry, looked up): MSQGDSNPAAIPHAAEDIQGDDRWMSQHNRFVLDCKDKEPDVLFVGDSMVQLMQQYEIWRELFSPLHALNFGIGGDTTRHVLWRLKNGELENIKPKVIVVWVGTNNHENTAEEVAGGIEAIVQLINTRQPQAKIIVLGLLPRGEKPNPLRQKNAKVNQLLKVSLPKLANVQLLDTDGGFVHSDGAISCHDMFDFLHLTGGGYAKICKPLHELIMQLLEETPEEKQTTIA
GSTO1 counter = inhibitors of recombinant GSTO1, primary screen, counter-screen for RBBP9 inhibitor project, biochemical, fluorescence polarization | inhibition, % at 5.96 µM | Glutathione S-transferase omega-1 (Homo sapiens), P78417 | 300,000 compounds, 1.1% hits | AID 1974, 2009 | activity-based probe fluorescence polarization;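 active = inhibition above the campaign mean inhibition plus 3 SD, cut at about 35% in these data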;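 also: 0% = GSTO1-1 with DMSO and 100% = wells lacking GSTO1-1 enzyme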
Target sequence (P78417 whole entry, looked up): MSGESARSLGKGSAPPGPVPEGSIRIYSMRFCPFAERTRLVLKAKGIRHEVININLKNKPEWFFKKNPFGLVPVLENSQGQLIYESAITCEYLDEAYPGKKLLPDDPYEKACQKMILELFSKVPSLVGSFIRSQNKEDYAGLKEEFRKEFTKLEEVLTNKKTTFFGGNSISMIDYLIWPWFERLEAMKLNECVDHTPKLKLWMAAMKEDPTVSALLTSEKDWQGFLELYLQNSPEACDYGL
PAD4 inh = human PAD4 inhibitors, primary screen, biochemical, fluorescence polarization, 1536-well format | 330,000 compounds, 0.41% hits | inhibition, % at 6.36 µM | AID 485272, 2010 | recombinant PAD4, RCA probe fluorescence polarization | Protein-arginine deiminase type-4 (Homo sapiens), Q9UM07;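 active = percent inhibition above a cutoff equal to the mean of all tested compounds plus 3 SD, cut at about 15% in these data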;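 also: 0% = PAD4 with RCA probe and DMSO and 100% = probe without PAD4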
LYPLA1 counter = LYPLA1 inhibitors, primary screen, counter-screen for PME1 inhibitor project, biochemical, fluorescence polarization, FP-Rh probe ABPP; AID 2174, 2009; inhibition, % at 5.9 µM; 320,000 compounds, 0.16% hits; recombinant LYPLA1; Acyl-protein thioesterase 1 (Homo sapiens), O75608;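 active = inhibition above the mean of all tested compounds plus 3 SD, set per campaign, cut at about 14% in these data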;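 also: inhibitors block serine hydrolase probe labeling of LYPLA1 so polarization falls; 0% = enzyme with DMSO and 100% = wells lacking LYPLA1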
Target sequence (O75608 whole entry, looked up): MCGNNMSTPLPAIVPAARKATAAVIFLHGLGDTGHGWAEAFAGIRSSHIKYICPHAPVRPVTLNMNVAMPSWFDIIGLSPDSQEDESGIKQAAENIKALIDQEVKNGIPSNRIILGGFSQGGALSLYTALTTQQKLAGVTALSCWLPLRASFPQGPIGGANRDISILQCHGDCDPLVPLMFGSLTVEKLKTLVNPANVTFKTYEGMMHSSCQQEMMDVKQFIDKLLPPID
PME-1 primary = PME-1 inhibitors via competitive probe labeling, primary screen, biochemical, fluorescence polarization, FP-Rh probe, HTS; 320,000 compounds, 0.53% hits; recombinant PME-1; AID 2130, 2009; inhibition, % at 5.9 µM;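 active = inhibition above the campaign mean of all compounds plus 3 SD, cut at about 26% in these data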;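 also: competitive labeling of PME-1 active site by serine hydrolase directed probe; 0% = PME-1 with DMSO and 100% = wells lacking PME-1 enzyme; inhibitors block probe labeling so polarization falls and inhibition rises; many of its hits are not listed in these tables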
Fam108B inh = mouse Fam108B serine hydrolase inhibitors, primary screen, counter-screen for RBBP9 inhibitor project, biochemical, fluorescence polarization | recombinant Fam108B, FP-Rh probe fluorescence polarization | inhibition, % at 9.51 µM | 300,000 compounds, 0.33% hits | AID 1947, 2009;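 active = inhibition above the screen mean inhibition plus 3 SD, computed separately per campaign, cut at about 18% in these data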;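 also: inhibitors lower polarization as less probe binds the enzyme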
pPAFAH inh = pPAFAH enzyme inhibitors, primary screen, biochemical, fluorescence polarization, human | AID 463082, 2010 | inhibition, % at 3.39 µM | 330,000 compounds, 1.5% hits | recombinant pPAFAH, FP-rhodamine probe fluorescence polarization;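 active = inhibition above the mean inhibition across the screen plus 3 SD, cut at about 25% in these data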;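 also: inhibitors block binding of the rhodamine activity-based probe so polarization drops; 0% = enzyme with DMSO and 100% = wells lacking pPAFAH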
PAFAH1B3 FP inh = PAFAH1B3 enzyme inhibitors, primary screen, biochemical, fluorescence polarization, human | AID 492972, 2010 | 340,000 compounds, 0.28% hits | recombinant PAFAH1B3, FP-rhodamine probe | Platelet-activating factor acetylhydrolase IB subunit alpha1 (Homo sapiens), Q15102 | inhibition, % at 3.39 µM;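 active = inhibition above the screen-wide average of all tested compounds plus 3 SD, cut at about 25% in these data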;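 also: 0% = enzyme with DMSO only and 100% = wells lacking PAFAH1B3 protein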
Target sequence (Q15102 whole entry, looked up): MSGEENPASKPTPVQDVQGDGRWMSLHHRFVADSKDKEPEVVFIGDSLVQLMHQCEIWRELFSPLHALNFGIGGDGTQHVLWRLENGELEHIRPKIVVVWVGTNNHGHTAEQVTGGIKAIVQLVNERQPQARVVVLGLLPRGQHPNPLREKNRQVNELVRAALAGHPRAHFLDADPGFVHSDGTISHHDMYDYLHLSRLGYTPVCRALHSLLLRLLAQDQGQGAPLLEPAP
PAFAH2 FP inh = PAFAH2 enzyme inhibitors, primary screen, biochemical, fluorescence polarization, human; Platelet-activating factor acetylhydrolase 2, cytoplasmic (Homo sapiens), Q99487; recombinant PAFAH2, FP-rhodamine activity probe; inhibition, % at 3.39 µM; 340,000 compounds, 0.99% hits; AID 492956, 2010;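 active = inhibition above the mean over all tested compounds plus 3 SD, cut at about 30% in these data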;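 also: inhibitors block probe labeling of enzyme so polarization drops; 0% = enzyme with DMSO and 100% = wells lacking PAFAH2 protein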
* hit, by the source's call; x = not tested or not shown. Some of the compounds tested, so the mix of outcomes need not match the whole.

SMILES | PAFAH1B2 inh | GSTO1 counter | PAD4 inh | LYPLA1 counter | PME-1 primary | Fam108B inh | pPAFAH inh | PAFAH1B3 FP inh | PAFAH2 FP inh
COc1cc(C2Nc3ccc4ncccc4c3C3=C2C(=O)CCC3)cc(OC)c1OC (centres undefined) | 2 | 12 | -5 | -2 | -4 | 5 | 6 | 7 | -5
O=C(/C=C/c1ccccc1)N(c1ccccn1)C1CCCCC1 | 5 | 3 | 1 | -2 | 5 | -1 | -3 | -3 | -3
CCOc1ccc(/C=C2\SC(=O)N(CCNC(=O)C3COc4ccccc4O3)C2=O)cc1OC (centres undefined) | 0 | -6 | -4 | -4 | -12 | -5 | 3 | 0 | -3
CC1CCN(C(=O)CCC(=O)N2CC(C)Oc3ccccc32)CC1 (centres undefined) | 3 | 5 | -2 | 0 | -1 | -4 | 5 | 2 | 5
O=C(Nc1ccc(Cl)cn1)c1ccc(Br)c(S(=O)(=O)N2CCCCC2)c1 | 1 | 7 | 1 | -3 | -3 | 4 | -3 | 3 | -8
Cc1ccc2nc(Nc3ccc(C)c(C)c3)c3nncn3c2c1 | 0 | 3 | -1 | -2 | 1 | 1 | -8 | -2 | -4
CCOc1nc(Nc2ccc(OC)cc2OC)nc(OCC)n1 | 2 | -4 | 190* | 3 | 4 | -2 | 2 | 4 | 0
Cc1ccc(CNC(=O)c2cccnc2Sc2cccc(Cl)c2)cc1 | x | 8 | 0 | 3 | 3 | -1 | 13 | x | x
CC(=O)N1CCN(c2ccc(NCc3cccc(C)c3)cc2)CC1 | 0 | x | 6 | 2 | 3 | x | 16 | -2 | 3
COc1ccc(C2=NN(C(=O)CCC(=O)O)C(c3ccc(Br)cc3)C2)cc1 (centres undefined) | 1 | -1 | -2 | 1 | 4 | -4 | -7 | 10 | -7
CC(C)OC(=O)NC(Nc1ccccc1C(=O)O)(C(F)(F)F)C(F)(F)F | 5 | 4 | -6 | 2 | -7 | -5 | -8 | 8 | 6
COC(=O)n1c(=O)oc2ccc(S(=O)(=O)N3CCCCC3)cc21 | 10 | 5 | -4 | 1 | -4 | 2 | 3 | -2 | 2
O=C(C1CCN(S(=O)(=O)c2ccc3ccccc3c2)CC1)N1CCN(c2ncccn2)CC1 | -1 | -1 | 1 | 1 | 14 | 0 | 7 | -2 | 1
CCCCNC(=O)C1CCC(CNS(=O)(=O)c2ccc(C)cc2)CC1 (centres undefined) | 9 | 11 | 1 | -3 | 3 | 5 | 0 | 13 | 5
COc1ccc(C(=O)N2CCN(CCNC(=O)C(=O)Nc3ccc(Br)cc3)CC2)cc1 | 7 | -3 | 1 | 1 | -5 | -2 | 3 | 12 | 5
COC(=O)c1ccc(C2NCCc3cc(OC)c(OC)cc32)cc1 (centres undefined) | 0 | 2 | -4 | 4 | -2 | -4 | -2 | 6 | 5
O=C(O)C1CCCN1C(=O)Oc1ccccc1 (centres undefined) | 4 | -4 | 0 | 1 | -8 | -3 | 8 | 3 | -4
CCC(C)N(C(=O)CSc1nnc(-c2ccco2)n1C)C1CCS(=O)(=O)C1 (centres undefined) | 2 | -1 | 0 | -1 | 2 | -3 | 5 | 2 | 2
O=C(Cn1cnc2c(NCc3ccccc3)ncnc21)N1CCN(c2ccccn2)CC1 | 2 | x | 4 | x | x | x | 1 | 1 | 3
c1ccc2c(c1)CCN2CCN1CCc2ccccc21 | -2 | 4 | -7 | 2 | -1 | 3 | 17 | 7 | 2
COc1ccc(/C=C/C(=O)NCc2nc3ccccc3[nH]2)cc1OC | 3 | -3 | 0 | -7 | -4 | -4 | 0 | 3 | -1
COc1ccccc1-n1c(-c2ccco2)n[nH]c1=S | 4 | 0 | -2 | -2 | 4 | -1 | 2 | -5 | 2
O=C(CSc1nnc(NC2CC2)s1)NN1C(=O)NC2(CCCCC2)C1=O | 1 | x | -6 | 1 | -4 | x | 0 | 4 | 0
Cc1ccc(-c2cc(C(=O)O)n[nH]2)s1 | -1 | -1 | -6 | -2 | -6 | 2 | 5 | 3 | -7
O=C1CC(c2ccccc2)CC(O)=C1C=NCCN1CCN(C(=S)Nc2cccc(Cl)c2)CC1 (centres undefined) | -1 | 3 | -6 | 0 | 0 | -3 | 2 | -3 | -7
CCCCn1c(N)c(N(CC(C)C)C(=O)c2cc(Cl)nc3ccccc23)c(=O)[nH]c1=O | -2 | 11 | 1 | 1 | 5 | -2 | -3 | -1 | 2
N#CC1=C(S)N=C(N)C(c2nc(-c3ccccc3)cs2)C12CCCCC2 (centres undefined) | -1 | -4 | -6 | -3 | -10 | 0 | 8 | 3 | 2
Fc1ccccc1Sc1ccccc1CNC1=NCCN1 | 4 | -1 | 0 | 3 | 2 | 3 | -5 | 8 | -2
Cc1ccc(S(=O)(=O)N2CCCC(c3nc4c(nnn4Cc4ccc5c(c4)OCCO5)c(=O)[nH]3)C2)cc1 (centres undefined) | 10 | -1 | -4 | -1 | 13 | -7 | 1 | 8 | 7
CC(C)(C)NS(=O)(=O)c1ccc2nc(NC(=O)c3ccc(N4C(=O)CCC4=O)cc3)sc2c1 | 0 | -13 | 4 | -10 | -3 | -5 | 2 | 6 | 0
NS(=O)(=O)c1ccc(CNC(=O)c2cc(-c3ccccn3)nc3ccc(Cl)cc23)cc1 | -1 | -10 | -8 | -11 | -9 | -8 | 1 | 0 | 4
CCOC(=O)C1=C(C(F)(F)F)Nc2ncnn2C1c1cc(OC)c(OC)cc1OC (centres undefined) | 2 | -1 | 5 | 2 | 10 | 4 | -1 | 3 | 0
Cc1cc(=O)n2c3ccccc3n(CC(O)CN3CCOCC3)c2c1C#N (centres undefined) | 0 | -1 | 0 | 2 | 3 | -1 | 1 | 3 | 3
CN(C)c1ccc(/C=N/NC(=O)c2ccccc2Cl)cc1 | 0 | -1 | -4 | 0 | 1 | 3 | 2 | 11 | 2
O=C(COC(=O)c1cccs1)NCc1ccco1 | 0 | 6 | -2 | 3 | -3 | 0 | 11 | 6 | 45*
COC(=O)c1ccccc1NC(=O)CSc1nc(N)cc(=O)[nH]1 | 2 | 4 | 2 | 0 | 5 | 0 | 9 | 16 | 7
COC(=O)C1=C(C)N(c2cccc3ccccc23)C(=O)C1 | 1 | 2 | 1 | 2 | 3 | 1 | 5 | 9 | 1
CC(=O)c1c(C(C)=O)c(C)n(NC(=O)c2ccncc2)c1C | 0 | 5 | 1 | 3 | 1 | 1 | 3 | 4 | 1
COC(=O)c1nnn(CC(=O)Nc2cc(Cl)ccc2C)c1C(=O)OC | -2 | 3 | 4 | 0 | -8 | -3 | 3 | 7 | -5
Cc1ccc(CN(C(=O)CNC(=O)c2cccs2)C(C(=O)NCC2CCCO2)c2ccccc2)cc1 (centres undefined) | 0 | -2 | 3 | 0 | 3 | -3 | 9 | -5 | 6
COc1ccc(-c2ccnc3c(C(=O)O)cnn23)cc1 | 6 | 1 | -5 | -2 | -2 | -2 | 2 | 9 | 5
O=C(COc1ccc(Br)cc1)Nc1ccccc1C(=O)N1CCOCC1 | 21 | 2 | 0 | 0 | -6 | -1 | 4 | 1 | -5
Cc1cccc(C)c1OCC(=O)NNC(=O)c1ccoc1C | -5 | 3 | 0 | 2 | -2 | -4 | 2 | -1 | 3
Clc1ccc(CONc2ncnc3nonc23)c(Cl)c1 | 17 | 8 | 1 | -2 | -9 | -4 | -8 | 2 | 0
COc1ccc(CNCCC(c2ccc(OC(C)C)cc2)c2ccccc2OC)cc1 (centres undefined) | 6 | -1 | -4 | -4 | -11 | 0 | 0 | 15 | -3
O=c1[nH]c(/C=C\c2cccc(O)c2)nc(O)c1[N+](=O)[O-] | 9 | 6 | -3 | -1 | -3 | 3 | 0 | 6 | 1
Cc1cccc(NS(=O)(=O)c2cc(C(=O)N3CCCC3)ccc2Cl)c1 | 5 | -2 | -3 | 0 | 1 | 2 | 1 | 3 | -2
O=C(NC1CCCCC1)c1ccc(-c2ccccc2)cc1 | 5 | -4 | 0 | -1 | 1 | -1 | 6 | -6 | -4
COC(=O)CSc1cccc2c1C(=O)CC2c1ccccc1 (centres undefined) | 2 | 8 | -3 | 2 | -1 | -5 | 22 | 2 | 0
Cc1nc(N/C(N)=N/S(=O)(=O)c2ccc([N+](=O)[O-])cc2)nc2ccccc12 | 0 | 0 | -7 | -3 | -2 | 1 | 5 | -2 | -3
Cc1ccc(S(=O)(=O)N(C)CC(=O)N2CC(C)OC(C)C2)cc1 (centres undefined) | 3 | -1 | 1 | 2 | 0 | 0 | 0 | 15 | 2
COC(=O)c1ccc(CSc2nc3sc(C(=O)O)c(C)c3c(=O)[nH]2)cc1 | x | -5 | -1 | 0 | -3 | 3 | 1 | x | x
CC(/C=C1\SC(=S)N(CC(=O)O)C1=O)=C\c1ccccc1 | 1 | 5 | -3 | -1 | -3 | -5 | 6 | 12 | 4
COc1cc(C[C@@H]2C(=O)OC[C@H]2Cc2ccc(OC)c(OC)c2)ccc1O | 2 | x | -3 | 0 | 2 | x | 2 | 8 | -1
COc1ccc(/C=N/NC(=O)c2cc(C)on2)c2ccccc12 | 5 | -2 | -1 | -2 | -9 | 9 | 0 | 3 | 1
NC(=S)N/N=C1/CCSc2ccc3ccccc3c21 | 1 | 3 | -5 | 4 | 2 | -1 | 1 | 6 | 4
Cc1cc(C)n2nc(C(=O)OCC(=O)N(C)CC(=O)Nc3ccc(F)cc3)nc2n1 | 2 | x | 6 | 5 | 3 | x | -6 | 1 | -2
O=C(CCCNC(=O)c1ccc(Cl)cc1)NCc1ccccc1Cl | 2 | 1 | 8 | 3 | 11 | -1 | 0 | 2 | 1
CCN(CC)S(=O)(=O)c1ccc(N2CCOCC2)c(NC(=O)C2=COCCO2)c1 | 1 | -3 | -4 | -1 | 1 | 4 | 1 | -2 | -1
CN(c1ccc(OCC(=O)N2CCOCC2)cc1)S(=O)(=O)c1ccc(F)cc1 | 7 | -1 | 0 | 2 | -3 | 1 | 0 | 7 | -1
CC/C(=N\NS(C)(=O)=O)c1ccccc1 | x | 7 | -1 | 1 | 3 | 4 | -4 | x | x
COc1ccc(NC(=O)CN(C)C(=O)c2cc(-c3ccncc3)nc3ccccc23)cc1 | 5 | -2 | -6 | -2 | 3 | -1 | 5 | 4 | 0
COc1ccc(S(=O)(=O)N2CCOCC2)cc1NS(=O)(=O)/C=C/c1ccccc1 | 1 | 2 | -3 | -2 | 18 | 0 | 0 | 4 | 9
